Gli-Sufu antag = Gli-Sufu pathway antagonism; 0.74% of 340,000 active; inhibition, % at 5 µM; Sufu-KO-LIGHT fibroblasts, Gli luciferase reporter luminescence;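 active = inhibition above about 55%, limit read from the data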;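 note: 0% = DMSO-treated cells and 100% = wells with medium but no cells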
697 NFkB inh = inhibitors of the PMA/ionomycin-induced NF-kB reporter in 697 B cells; 697 B-cell NF-kB luciferase reporter, 16 h; inhibition, % at 4 µM; 0.33% of 330,000 active; in the data active = inhibition above about 35%
UBC13 inh = human UBC13 polyubiquitination inhibition | 0.47% of 330,000 active | P61088 | UBC13 polyubiquitin chain formation, TR-FRET | AID 485273 | inhibition, % at 20 µM; in the data active = inhibition above about 45%, passing the limit was not always enough
APJ antag = APJ receptor antagonism; AID 2521; 0.32% of 330,000 active; CHO-K1 APJ beta-arrestin complementation, luminescence; P35414; inhibition, % at 20 µM;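 active = inhibition above about 40% at 20 µM, limit read from the data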;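 note: cells challenged with 10 nM apelin-13 agonist together with compound; plate controls were apelin-13 plus DMSO wells for no effect and DMSO wells lacking apelin-13 for full effect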
Target sequence (P35414 whole entry, looked up): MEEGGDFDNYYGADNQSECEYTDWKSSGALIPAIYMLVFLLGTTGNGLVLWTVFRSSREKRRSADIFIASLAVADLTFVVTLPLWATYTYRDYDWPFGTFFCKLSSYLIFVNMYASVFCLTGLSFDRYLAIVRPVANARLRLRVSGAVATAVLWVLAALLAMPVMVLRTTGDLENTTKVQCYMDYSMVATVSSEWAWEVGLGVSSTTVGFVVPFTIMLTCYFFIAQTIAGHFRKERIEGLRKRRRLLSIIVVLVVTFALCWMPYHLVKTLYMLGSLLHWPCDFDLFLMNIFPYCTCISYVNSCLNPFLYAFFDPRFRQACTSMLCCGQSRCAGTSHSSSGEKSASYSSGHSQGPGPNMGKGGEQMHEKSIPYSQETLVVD
CXCR6 inh = CXCR6 (human) receptor inhibition; O00574; CHO-K1 PathHunter CXCR6 beta-arrestin, luminescence; inhibition, % at 20 µM; 0.36% of 360,000 active; in the data active = inhibition above about 34%, passing the limit was not always enough;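 note: antagonist mode with CXCL16 agonist at 10 nM final; 0% = 10 nM CXCL16 with DMSO and 100% = unstimulated wells without agonist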
Target sequence (O00574 whole entry, looked up): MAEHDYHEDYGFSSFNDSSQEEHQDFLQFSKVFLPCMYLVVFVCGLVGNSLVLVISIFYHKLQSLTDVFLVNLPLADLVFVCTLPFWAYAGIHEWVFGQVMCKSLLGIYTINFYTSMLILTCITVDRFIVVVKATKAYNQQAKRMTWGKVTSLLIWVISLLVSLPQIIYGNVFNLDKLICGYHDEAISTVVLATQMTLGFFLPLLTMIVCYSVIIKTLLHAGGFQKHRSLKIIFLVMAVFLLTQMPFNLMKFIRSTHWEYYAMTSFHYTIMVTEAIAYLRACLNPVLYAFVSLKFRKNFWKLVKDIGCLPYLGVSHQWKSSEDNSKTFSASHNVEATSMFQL
EBI2 antag = blocks human EBI2 receptor beta-arrestin signaling; P32249; EBI2 beta-arrestin recruitment, luminescence, 7a,25-OHC stimulated; inhibition, % at 5 µM; 0.81% of 360,000 active; AID 651636; in the data active = inhibition above about 38%;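 note: enzyme fragment complementation signal reports receptor beta-arrestin coupling in cells; 0% = agonist plus DMSO wells and 100% = wells without agonist; some results beyond the cut were filed as inactive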
Jurkat NFkB inh = inhibitors of the PMA/ionomycin-induced NF-kB reporter in Jurkat cells. PMA/ionomycin-induced NF-kB luciferase reporter, luminescence. inhibition, % at 4 µM. 0.53% of 330,000 active; in the data active = inhibition above about 50%
CCR6 antagonist = CCR6 (human) receptor antagonism; P51684; CHO-K1 CCR6 PathHunter beta-arrestin, luminescence, CCL20-stimulated; inhibition, % at 20 µM; 0.49% of 340,000 active; AID 493098;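 active = compounds whose inhibition of the agonist-driven luminescence signal at 20 µM reaches about 50%, limit read from the data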;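 note: cells stimulated with CCL20 at 14 nM final; plate controls were DMSO with CCL20 for no effect and DMSO without agonist for full effect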
Target sequence (P51684 whole entry, looked up): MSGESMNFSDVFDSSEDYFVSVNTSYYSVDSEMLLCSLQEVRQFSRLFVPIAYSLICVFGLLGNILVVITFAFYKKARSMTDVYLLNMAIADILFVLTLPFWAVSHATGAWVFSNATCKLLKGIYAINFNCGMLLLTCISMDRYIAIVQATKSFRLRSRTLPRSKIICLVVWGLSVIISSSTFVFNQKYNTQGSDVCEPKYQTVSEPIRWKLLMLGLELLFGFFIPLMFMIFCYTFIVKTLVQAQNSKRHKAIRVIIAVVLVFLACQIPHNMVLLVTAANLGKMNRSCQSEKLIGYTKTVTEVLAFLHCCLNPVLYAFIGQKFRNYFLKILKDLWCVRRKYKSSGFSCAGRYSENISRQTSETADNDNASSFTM
Active calls of the source: *; . = not tested or not shown.

SMILES	Gli-Sufu antag	697 NFkB inh	UBC13 inh	APJ antag	CXCR6 inh	EBI2 antag	Jurkat NFkB inh	CCR6 antagonist
CC1CN(S(=O)(=O)c2cccc(C(=O)NCCCn3ccnc3)c2)CC(C)O1 (stereo unspecified)	-6	18	2	1	-7	4	11	-7
Cc1cc(/C([O-])=C(/C(=S)Nc2ccccc2)[n+]2ccccc2)c(C)n1-c1ccccc1	8	-35	-7	12	-6	4	-30	20
CCSc1nc2ccccc2n1C(=O)/C=C\c1ccc(OC)c(OC)c1	0	-136	-3	13	19	19	53*	24
COc1ccc(S(=O)(=O)N2CCN(C(=O)Cc3ccsc3)CC2)cc1	-2	33	4	-8	3	1	20	7
COc1ccc2c(=O)c3c(=O)n(Cc4ccco4)c(-c4ccc(C)cc4)nc3oc2c1	27	1	-8	9	10	11	2	15
Cc1cccc(-c2nc(CSCC(=O)N3CCN(c4ccccn4)CC3)c(C)o2)c1	7	-11	3	-1	-5	9	7	-13
Cc1ccc(S(=O)(=O)NCc2ccc(C(=O)NC3CC3)cc2)cc1	3	8	5	-1	1	-1	0	-3
COCCNc1oc(Cc2cccc3ccccc23)nc1C#N	4	4	-9	3	-2	-4	4	13
Cc1cccc(N2CCN(C(=O)c3cccc(N4CCCC4=O)c3)CC2)c1C	15	-24	0	6	-8	-10	27	12
Cc1nn(-c2ccccc2)c(C)c1/C=N/NC(=O)CSc1nnc(-c2ccccc2)n1-c1ccc(Cl)cc1	1	-7	5	12	10	13	10	10
O=C1C(=O)N(CCCO)C(c2ccccc2)/C1=C(\O)c1ccc(Br)cc1 (stereo unspecified)	0	4	-5	11	14	-9	14	16
CCCn1c(SCC(=O)Nc2ccc(C)c(S(=O)(=O)N3CCOCC3)c2)n[nH]c1=O	37	-41	-8	-11	1	0	17	-6
COCCCNC(=O)COc1ccc(Cl)c(C)c1	-8	1	9	12	-3	0	-5	4
CCOC(=O)N1CCN(c2nc(-c3ccc(OC)cc3)no2)CC1	-25	-5	-2	-11	-2	-4	-30	-5
CN(c1ccccc1C(=O)N1CCOCC1)S(C)(=O)=O	18	20	-2	9	-12	-2	12	-35
CC(C)C[C@@H](CNCC(=O)[C@H](CC(=O)O)NC(=O)c1[nH]cnc1C(=O)N[C@H](CN)CC(C)C)NC(=O)c1nc[nH]c1C(=O)N[C@@H](C)C(=O)O	-2	.	.	.	3	4	.	3
O=C(COC(=O)c1cc([N+](=O)[O-])ccc1NCc1ccccc1)NCc1ccccc1Cl	-4	-9	-7	10	-11	7	11	1
COC(=O)c1ccc(-n2nnnc2SCC(=O)N2CCCCC2)cc1	8	11	0	10	-1	-6	15	-8
COc1ccc(-c2csc(N(CCCN(C)C)C(=O)c3ccc(C)cc3)n2)cc1	41	-7	17	14	4	2	4	3
C/C(=N\NC(=O)COc1ccc(C(C)(C)C)cc1)c1ccc2c(c1)OCCO2	4	-15	0	-7	0	8	-2	4
COc1ccc(CCNC(=O)C/C(C)=N/NC(=O)Cc2cccc3ccccc23)cc1OC	-6	-8	-2	-7	2	-11	9	8
Cc1nn(-c2ccccc2)c(N)c1Sc1cccc([N+](=O)[O-])c1	4	19	11	3	3	-4	9	18
CCOC(=O)c1sc(=S)[nH]c1C	3	.	.	.	3	-3	.	15
COc1cc(OC)nc(-n2ncc(Br)c(Br)c2=O)n1	36	.	.	.	26	23	.	39
Cc1cccc(Nc2nc(N)c([N+](=O)[O-])c(N3CCN(C)CC3)n2)c1	9	15	2	-14	-8	3	4	10
(continued)
SMILES	Gli-Sufu antag	697 NFkB inh	UBC13 inh	APJ antag	CXCR6 inh	EBI2 antag	Jurkat NFkB inh	CCR6 antagonist
CCCc1c(C)c2ccc(OCC(C)=O)cc2oc1=O	-59	-26	3	-15	8	7	-73	-6
CCn1c(SCC(=O)NCCOc2ccccc2)nc2ccccc2c1=O	-4	22	8	11	2	13	7	14
CN(CCOc1ccc(Br)cc1)CC(=O)Nc1cccc(S(=O)(=O)NC2=NCCC2)c1	4	-12	13	8	0	-13	1	8
COCC(C)n1c(SCC(=O)NNC(=O)c2ccccc2)nc2ccccc2c1=O (stereo unspecified)	-2	1	8	-9	9	-7	13	-11
Cc1ccc(S(=O)(=O)CCN2CCN(c3ccccn3)CC2)cc1	-3	5	1	8	8	-4	1	-1
CCc1nnc(NC(=O)CSc2nnnn2-c2cccc(C(C)=O)c2)s1	-4	12	-5	24	7	-4	7	13
CCOC(=O)c1cc(=O)c2ccc(OCC(=O)Nc3ccc(F)cc3)cc2o1	0	15	-10	-8	-8	4	13	6
COc1cc(C(C)=O)ccc1OCC(=O)NCC1(N2CCCCC2)CCCCC1	10	17	10	-1	-9	-10	3	-7
CC(C)(C)NC(=O)NC(=O)COc1ccccn1	.	2	-2	-13	-9	-13	-5	-6
COc1ccccc1N(CC(=O)Nc1ccc(Br)cc1F)S(=O)(=O)c1cccs1	4	-10	-6	23	10	22	-4	1
CC(C)N(C(=O)[C@H]1C[C@H](CC(=O)NCCc2ccccn2)C(=O)N2CCc3c([nH]c4cc(-c5ccco5)ccc34)[C@]12C)C(C)C	8	-4	.	.	-5	14	.	14
CCOC(=O)C1=C(C)N(CC(C)C)C(=O)/C1=C\c1cccs1	-5	3	-7	0	15	-11	7	18
CN(/N=C/c1ccco1)C1=NS(=O)(=O)c2ccccc21	24	22	10	3	-6	-7	20	5
O=C(/C=C/c1ccccc1)OCc1cncs1	-3	0	-15	-1	2	6	-10	2
Cn1c(SCc2ccc(Br)cc2)nnc1-c1cccs1	-8	2	4	-2	2	-6	-7	-12
Cc1csc(SC(C)C(=O)Nc2ccccc2C)n1 (stereo unspecified)	-7	10	8	14	8	0	4	9
COCCCNCC(O)C(F)(F)F (stereo unspecified)	-11	3	-6	9	-4	-9	3	-5
COc1ccc(CCNC(=O)c2nonc2N)cc1	-34	-4	4	2	-2	-17	-27	12
O=C(c1cc(COc2ccc(F)cc2Cl)on1)N1CCCC(c2ccccc2)C1 (stereo unspecified)	-5	-3	3	0	-4	30	9	15
CC(C)CC(=O)Nc1ccc(C(=O)COC(=O)CN2C(=O)NC3(CCCCC3C)C2=O)cc1 (stereo unspecified)	-9	19	-6	22	-9	-10	5	10
Cc1sc2ncnc(SCC(=O)N3CCCCC3)c2c1C	14	0	5	-37	-2	1	-9	7
O=C(/C=C/c1ccc2c(c1)OCO2)N1CCN(c2ccccc2F)CC1	-10	-6	1	15	12	35	7	1
CCOC(=O)c1ccc(NC(=O)C2CCCN(S(=O)(=O)c3ccc(F)cc3)C2)cc1 (stereo unspecified)	0	4	-3	-21	-11	-9	-5	-8
CCOc1ccccc1NC(=O)CCNS(=O)(=O)c1ccccc1	-5	-2	-3	-3	4	0	3	16
O=C(Cn1c(S(=O)(=O)Cc2ccccc2)nc2ccccc21)N1CCCCC1	-10	9	0	-9	4	-5	-8	2
Continued.
SMILES	Gli-Sufu antag	697 NFkB inh	UBC13 inh	APJ antag	CXCR6 inh	EBI2 antag	Jurkat NFkB inh	CCR6 antagonist
O=C(NCc1cccc(Cl)c1)c1ccc(CS(=O)Cc2ccc(Cl)cc2)o1 (stereo unspecified)	-4	-15	2	16	-15	0	9	12
O=C1C(=O)N(CCCN2CCOCC2)C(c2ccc(F)cc2)/C1=C(/O)c1ccccc1 (stereo unspecified)	-1	14	6	18	10	-1	13	-14
Cc1cc(C)c(C2C3=C(Nc4c2c(C)nn4-c2ccccn2)c2ccccc2C3=O)c(C)c1 (stereo unspecified)	13	-16	-7	-1	28	-3	11	53*
Cc1cccc(Nc2nc(N)nc(-c3oc4ccccc4c3C)n2)c1	-69	-97	25	-35	-16	2	-17	-9
CCOC(=O)C(CC)n1cnc2c(cnn2-c2ccc(Cl)cc2)c1=O (stereo unspecified)	2	-6	-7	5	-1	-5	0	21
CCC(C)c1ccc(S(=O)(=O)N2CCN(CC(O)COCC3CCCO3)CC2)cc1 (stereo unspecified)	4	2	-1	5	11	3	1	3
COc1ccc(OC)c(NC(=O)c2cc(S(=O)(=O)N(C)C)ccc2N2CCCC2)c1	12	-3	-4	6	0	1	8	-1
Cc1ccc2nc(/C(C#N)=C\c3ccc(Oc4ccc([N+](=O)[O-])cn4)cc3)[nH]c2c1	17	.	.	.	-2	32	.	26
CCCCOC(=O)n1c(=S)oc2cc(Cl)ccc21	27	-26	-11	-2	16	0	-33	-5
COC(=O)c1scc2c(=O)cc(C(F)(F)F)[nH]c12	-17	28	12	-9	-14	-5	3	-18
O=C(COc1ccccc1F)Nc1nnc(C2CCCC2)s1	-21	-5	5	-2	3	-5	11	1
CCCn1nc(NS(=O)(=O)c2ccccc2)c2cc3ccccc3nc21	-4	-7	-14	26	0	6	0	-2
FC(F)(F)c1cc(Oc2ccccc2)nc(-c2ccccn2)n1	-7	-21	1	-2	-4	-15	10	5
CC(=O)c1ccc(NC(=O)CCc2ccc(C)o2)cc1	-26	7	0	-27	-2	-2	-18	5
COc1ccc(-c2sc3cc4c(cc3c2C#CC2(O)CCCCC2)OCO4)cc1	10	-17	27	1	0	-10	-11	-10
NC(=O)NOCc1c(F)cccc1Cl	1	-4	-8	21	-12	-8	8	-4
COc1cc(C)c(CN2CCN(C(C)C(=O)NC(C)c3ccccc3)CC2)cc1OC (stereo unspecified)	9	-6	-5	1	3	-7	2	10
CCN(CC)C(=O)C(=O)c1cn(CC(=O)NCc2ccc3c(c2)OCO3)c2ccccc12	27	2	4	1	4	35	-8	5
COc1ccc(-n2c(SCC(=O)c3c(N)n(C)c(=O)n(C)c3=O)nc3ccccc32)cc1	0	7	3	-9	-16	-5	6	-14
CC(=O)c1cnc2c(-c3ccccc3)c(C(F)(F)F)nn2c1C	10	-4	-1	-8	-4	5	-8	23
O=C(N/N=C/c1ccsc1)c1ccc2ccccc2n1	-29	-29	-8	6	1	3	-6	8
Cc1ccc(-c2nnc(CSc3nncn3N)o2)cc1	-11	-7	4	-15	0	-12	-11	5
O=C(O)/C(=C\c1ccco1)NC(=O)c1cccc2ccccc12	-1	2	1	-5	1	6	9	-10
COc1ccccc1NC(=O)C1CCN(S(=O)(=O)c2cccc3nonc23)CC1	16	7	-2	5	3	-11	-3	11
COc1ccccc1C(=O)N1CCN(C(=O)c2ccncc2)CC1	-18	-1	-5	-6	-10	-9	-3	7
Additional compounds
SMILES	Gli-Sufu antag	697 NFkB inh	UBC13 inh	APJ antag	CXCR6 inh	EBI2 antag	Jurkat NFkB inh	CCR6 antagonist
CCOC(=O)[C@H]1[C@H]2COc3ccc(Cl)cc3[C@@H]2N2C(=O)CN(Cc3ccc(C)cc3)C(=O)[C@@]12C	5	6	6	3	17	6	5	9
O=C(COC(=O)Cc1ccccc1F)NNC(=O)c1ccc(Cl)cc1	-15	14	1	-10	-23	-5	-3	3
Cc1cccc(N(CC(=O)NC(C)(C)C)C(=O)CS(=O)CC(=O)Nc2ccc(F)cc2)c1 (stereo unspecified)	5	0	-11	8	-2	-7	8	5
Cc1ccc(-n2nnnc2SCC(=O)Nc2sc(C)c(C)c2C#N)cc1C	0	-2	2	-3	7	2	-13	25
N#CCC(=O)N/N=C/c1cccc(Oc2ccccc2)c1	3	12	1	-1	2	1	-1	2
CC(C)OCCCNC(=O)C1CCN(S(=O)(=O)N2CCCC2)CC1	-10	14	-1	0	-1	-4	-1	-6
Cc1ccc(NC2=NCC(=O)N2Cc2ccc3c(c2)OCO3)cc1	-28	9	4	-4	3	5	11	17
CCCNc1nc(C)cc(-c2cc(-c3ccc(Cl)cc3)on2)n1	-1	4	4	6	-1	3	7	-13
Oc1ccc2oc3c(c2c1/C=N/n1cnnc1)CCCC3	-1	-27	-15	-14	-12	-17	-8	-3
CC#Cc1cc2c(cc1O)CCC1C2CCC2(C)C(O)CCC12 (stereo unspecified)	-24	.	.	.	-1	12	.	2

In the list so far, these have a CF3 group:
SMILES	Gli-Sufu antag	697 NFkB inh	UBC13 inh	APJ antag	CXCR6 inh	EBI2 antag	Jurkat NFkB inh	CCR6 antagonist
COCCCNCC(O)C(F)(F)F (stereo unspecified)	-11	3	-6	9	-4	-9	3	-5
COC(=O)c1scc2c(=O)cc(C(F)(F)F)[nH]c12	-17	28	12	-9	-14	-5	3	-18
FC(F)(F)c1cc(Oc2ccccc2)nc(-c2ccccn2)n1	-7	-21	1	-2	-4	-15	10	5
CC(=O)c1cnc2c(-c3ccccc3)c(C(F)(F)F)nn2c1C	10	-4	-1	-8	-4	5	-8	23
